IEC-6 tox – cytotoxicity in IEC-6 intestinal epithelial cells, primary screen, cytotoxicity control for KLF5 inhibitor project, cell-based, luminescence. IEC-6 cytotoxicity, luminescence viability. AID 1825, 2009. inhibition, % at 5 µM. 290,000 tested, 0.78% active; in the data active means inhibition above about 22%;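 further: 0% = plate median of test compound wells and 100% = cytotoxic reference compound wells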
TRPC6 inh – mouse TRPC6 channel inhibitors, primary screen, cell-based, HEK293, membrane potential dye | ACh-evoked depolarization; hits give low values | B-score at 10 µM | 310,000 tested, 1.1% active | AID 2553, 2010;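 active means B-score under library mean minus 3 SD, initial fluorescence not abnormally high, positive integrated signal ratio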;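 further: B-score derived from integrated fluorescence ratio over the kinetic read; more negative B-score means stronger inhibition of depolarization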
Target sequence (Q61143 whole entry, looked up): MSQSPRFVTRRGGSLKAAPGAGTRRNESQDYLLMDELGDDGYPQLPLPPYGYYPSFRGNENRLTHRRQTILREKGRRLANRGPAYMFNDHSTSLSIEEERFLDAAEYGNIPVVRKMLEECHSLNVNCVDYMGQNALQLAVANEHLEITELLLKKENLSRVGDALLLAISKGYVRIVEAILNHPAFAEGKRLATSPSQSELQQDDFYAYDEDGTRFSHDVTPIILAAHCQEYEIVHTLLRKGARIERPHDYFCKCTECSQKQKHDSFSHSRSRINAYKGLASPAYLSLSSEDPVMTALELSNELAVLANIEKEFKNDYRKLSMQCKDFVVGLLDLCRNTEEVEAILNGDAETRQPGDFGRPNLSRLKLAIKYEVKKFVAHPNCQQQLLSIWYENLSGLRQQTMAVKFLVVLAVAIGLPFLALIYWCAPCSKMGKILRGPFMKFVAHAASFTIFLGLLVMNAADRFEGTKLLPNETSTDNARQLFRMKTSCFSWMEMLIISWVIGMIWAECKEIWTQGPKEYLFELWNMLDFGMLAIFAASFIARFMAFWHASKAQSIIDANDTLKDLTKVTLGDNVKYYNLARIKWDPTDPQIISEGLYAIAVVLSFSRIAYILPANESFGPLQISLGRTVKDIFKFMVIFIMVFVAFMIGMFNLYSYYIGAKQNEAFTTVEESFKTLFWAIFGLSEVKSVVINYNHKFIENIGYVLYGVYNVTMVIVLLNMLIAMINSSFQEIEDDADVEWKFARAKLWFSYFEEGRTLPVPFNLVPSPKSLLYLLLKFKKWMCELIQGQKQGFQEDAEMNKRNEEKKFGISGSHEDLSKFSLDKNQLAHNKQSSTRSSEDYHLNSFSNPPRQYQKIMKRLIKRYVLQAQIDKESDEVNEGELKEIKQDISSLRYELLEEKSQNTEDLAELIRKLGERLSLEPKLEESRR
TRPC4 block – inhibitors of mouse TRPC4 channel, primary screen, Fluo4 calcium, HEK293 TRPC4beta/mu-opioid cells | Short transient receptor potential channel 4 (Mus musculus), Q9QUQ5 | DAMGO-evoked Fluo4 calcium flux; hits give low values | B-score at 10 µM | 300,000 tested, 0.39% active;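 active means B-score over 3 SD under the library average, no early fluorescence shift, positive overall ratio signal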
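Assay system: HEK293 cells with stable TRPC4beta plus mu-opioid receptor expression. Dosing: single dose. Measured by: Fluo4 Ca2+ flux fluorescence. Also added: DAMGO in two steps, submaximal then maximal. Read-out: B score from integrated Fluo4 fluorescence ratio.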
KLF5 inh – KLF5 expression inhibitors, primary screen, DLD-1 cells, luminescence | DLD-1 KLF5 promoter-luciferase reporter | inhibition, % at 5 µM | 290,000 tested, 0.23% active | AID 1700, 2009;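 active means inhibition above a per-plate limit of that plate's mean compound inhibition plus 3 SD, cut at about 60% in these data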;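 further: 0% = DMSO wells and 100% = LY294002 at 200 µM; higher means less KLF5 promoter-driven luciferase light; inactives centre near -14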
TRPC4 potent – positive allosteric modulators of TRPC4, primary screen, cell-based, mouse TRPC4beta, HEK293 mu-opioid, Fluo-4 calcium. Short transient receptor potential channel 4 (Mus musculus), Q9QUQ5. DAMGO EC20, Fluo-4 Ca2+ flux; hits give high values. B-score at 10 µM. 310,000 tested, 0.42% active;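 active means B-score of calcium response area above 5 SD of library B-scores, with initial fluorescence ratio within 5 SD of library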;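 further: B-score of integrated fluorescence ratio over time as area under calcium response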
MrgX1 antagonist – antagonists of human MrgX1 receptor, primary screen, HEK293 cells, Fluo-4 calcium flux; Mas-related G-protein coupled receptor member X1 (Homo sapiens), Q96LB2; AID 588676, 2011; BAM8-22 antagonism; hits give low values; 310,000 tested, 1.3% active; B-score at 10 µM;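 active means calcium-response B-score plate-corrected more than 3 library SD below zero, starting fluorescence within 5 deviations, no agonist response on first addition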;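 further: peak minus trough fluorescence over baseline after final BAM8-22 challenge near maximal dose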
aSyn 5UTR inh – MLPCN primary screen, SNCA 5' untranslated region; alpha-synuclein 5'UTR reporter, inhibitor activity; inhibition, % (tested at 7.5 µM); 300,000 tested, 0.82% active; in the data active means inhibition above about 60%; inconclusive means no clear call, values can overlap the other calls;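 further: H4 neuroglioblastoma cells stably carrying SNCA 5'UTR luciferase fusion; 0% = DMSO wells and 100% = positive control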
TRPC4 act – activators of mouse TRPC4 channel, primary screen, Fluo4 calcium, HEK293 TRPC4beta/mu-opioid cells. Fluo4 calcium fluorescence; hits give high values. B-score at 10 µM. AID 2237, 2010. Short transient receptor potential channel 4 (Mus musculus), Q9QUQ5. 310,000 tested, 0.49% active;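 active means B-score above 5 SD of library B-scores, and initial fluorescence ratio not above library mean plus 5 SD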;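 further: positive B-score marks a calcium rise read as TRPC4 activation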
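System: HEK293 cells stably co-expressing mouse TRPC4beta and mu-opioid receptor; Schedule: Fluo4 dye loading 45 min at room temperature, 110 s recording; Detection: Fluo4 fluorescence, kinetic; Evaluation: B-scored integrated calcium fluorescence ratio; Controls: buffer (low) and maximal DAMGO (high).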
TRPC6 activator – mouse TRPC6 channel activators, primary screen, cell-based, HEK293, membrane potential dye. B-score at 10 µM. 310,000 tested, 0.13% active. AID 2550, 2010. HEK293-TRPC6 membrane potential dye fluorescence; hits give high values. Short transient receptor potential channel 6 (Mus musculus), Q61143;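 active means B-score of the integrated fluorescence ratio above library mean plus 3 SD, and starting fluorescence ratio within library mean plus 5 SD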;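 further: higher score means more depolarization so channel activation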
HIF act – HIF pathway transcriptional activators, primary screen, cell-based, U2OS HRE-luciferase, luminescence; 300,000 tested, 0.32% active; U2OS HRE-luciferase reporter; normalized: DMSO 0%, desferrioxamine 100%; activation, % at 7.5 µM (by protocol); AID 1910, 2009;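 active means mean activation of at least 10% of the iron chelator positive control signal, with at least half of replicates also reaching 10%; inconclusive means mean and replicate majority disagree about reaching 10%; inactive means mean and most replicates under 10%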
SKKanGAS inh – S. pyogenes SKKanGAS growth inhibitors in kanamycin, primary screen, streptokinase expression inhibitor project, SKKanGAS strain, BacTiter-Glo luminescence. inhibition, % at 7.5 µM. 6 h. 300,000 tested, 1.3% active;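 active means mean replicate score, as percent of positive control median, at least 50; inconclusive means mean below 50 but one replicate at or above 50; inactive means mean and every replicate below 50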;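 further: strain carries kanamycin resistance gene driven by streptokinase promoter and grows in 40 µg/ml kanamycin; loss of luminescence reflects streptokinase promoter inhibition or plain growth inhibition; 0% = median of DMSO wells and 100% = positive control at its reference dose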
Starred values were filed as active, the others as inactive; i = inactive; ? = inconclusive; / = no result given.

SMILES | IEC-6 tox | TRPC6 inh | TRPC4 block | KLF5 inh | TRPC4 potent | MrgX1 antagonist | aSyn 5UTR inh | TRPC4 act | TRPC6 activator | HIF act | SKKanGAS inh
COc1cccc(/C=N/NC(=O)c2cccs2)c1 | 10 | i | i | -156 | i | i | -137 | i | i | 3.6 | 6
C/C(=N\NC(=O)c1ccccc1O)c1ccc(NC(=O)c2ccccc2)cc1 | 4 | i | i | -122 | i | i | / | i | i | / | /
COc1ccc(NC(=O)Nc2ccncc2)c(OC)c1 | 2 | i | i | -35 | i | i | -1 | i | i | -0.2 | 1
Cc1cc(C)cc(NS(=O)(=O)c2ccc3oc(=O)ccc3c2)c1 | 1 | i | i | -22 | i | i | 8 | i | i | -0.4 | -4
COc1ccccc1NC(=O)CN1C(=O)NC(CC(C)C)C1=O (stereo not drawn) | 5 | i | i | 10 | i | i | 7 | i | i | 1.2 | -5
CN1C(=O)c2ccc(NC(=S)NC(=O)C(C)(C)C)cc2C1=O | -6 | i | i | -12 | i | i | -13 | i | i | 0.7 | -5
O=C(CN1C(=O)/C(=C/c2ccccc2)SC1=S)NC1C=CS(=O)(=O)C1 (stereo not drawn) | 4 | i | i | -13 | i | i | -10 | i | i | 0.5 | 0
COC(=O)c1sccc1NC(=O)Nc1ccccc1Cl | 4 | i | i | -19 | i | i | / | i | i | / | /
C/C(CC(=O)Nc1cc(C)ccn1)=N\NC(=O)c1cccc(F)c1 | 11 | i | i | -83 | i | i | -34 | i | i | 0.8 | -2
O=C(O)c1ccc(COc2c(F)c(F)cc(F)c2F)o1 | -4 | i | i | 0 | i | i | 10 | i | i | -0.3 | 12
COCCn1c(SCC(=O)Nc2cc(C(C)(C)C)nn2-c2ccccc2)nnc1-c1ccncc1 | 6 | i | i | 1 | i | i | 10 | i | i | -0.7 | 3
O=C1NC(=O)/C(=C\c2ccccc2OCc2ccccc2)S1 | 3 | i | i | -14 | i | i | 20 | i | i | 0.0 | ?
O=C(COC(=O)C1(c2ccc(Cl)cc2)CCCC1)NCc1ccco1 | -3 | i | i | -15 | i | i | -20 | i | i | 0.2 | -1
O=C(CSc1nc(O)cc(=O)n1-c1ccccc1)NC1CCCCC1 | 7 | i | i | 0 | i | i | -10 | i | i | -0.1 | 14
CCCCN(C(=O)c1cccc2c(=O)c(C)c(-c3ccccc3)oc12)c1ccccc1 | -6 | i | i | 1 | 32* | / | -19 | i | i | -0.3 | 2
O=C(CCn1cnc2ccccc21)N/N=C/c1ccccc1O | -10 | i | i | 3 | i | i | -27 | i | i | 0.7 | -3
CNC[C@H](CC1CCCCC1)NC[C@H](NCCC1CCCC1)[C@H](C)O | 36* | i | i | -18 | i | i | -34 | i | i | -0.1 | 5
COc1ccc(C(=O)NNC(=O)c2ccccc2[N+](=O)[O-])cc1[N+](=O)[O-] | 2 | i | i | -19 | i | i | 22 | i | i | 0.2 | 0
COc1ccc(OC)c(S(=O)(=O)N2CCC3(CC2)OCCN3S(=O)(=O)c2cccs2)c1 | / | i | i | / | i | i | 6 | i | i | -0.5 | -8
COc1ccc(/C=C2/NC(=O)CNC2=O)cc1 | 3 | i | i | -13 | i | i | 9 | i | i | 0.5 | -3
CCN(CC(=O)Nc1c(F)cccc1F)C(=O)CCCNC(=O)c1ccc(Cl)cc1 | / | i | i | / | i | i | -1 | i | i | -0.5 | 2
CC(NC(=O)CNC(=O)c1ccco1)c1ccc(S(N)(=O)=O)cc1 (stereo not drawn) | -4 | i | i | -32 | i | i | 15 | i | i | 0.0 | 2
COc1cc(C2C(C#N)=C(N)Oc3c2c(-c2ccccc2)nn3-c2ccccc2)cc(OC)c1OC (stereo not drawn) | -10 | i | i | -3 | i | i | -10 | i | i | 0.5 | 17
O=c1ncn(-c2ccccc2F)c2ncccc12 | -4 | i | i | -22 | i | i | 7 | i | i | 0.3 | 11
CCOC(=O)c1oc2c(CN3CCCCC3C)c(O)ccc2c(=O)c1-c1ccc(OC)c(OC)c1 (stereo not drawn) | -4 | i | i | -6 | i | i | 32 | i | i | 0.0 | 17
(continued)
SMILES | IEC-6 tox | TRPC6 inh | TRPC4 block | KLF5 inh | TRPC4 potent | MrgX1 antagonist | aSyn 5UTR inh | TRPC4 act | TRPC6 activator | HIF act | SKKanGAS inh
CC1=C(C(=O)N2CCOCC2)C(c2ccccc2F)NC(=O)N1 (stereo not drawn) | -3 | i | i | 20 | i | i | -9 | i | i | 0.1 | -8
O=C(C1CCC1)N1CCN(S(=O)(=O)c2ccc(F)cc2)CC1 | / | i | i | / | i | i | -7 | i | i | -1.0 | -19
CCOC(=O)C1(CC2CCCCO2)CCN(Cc2cc(F)ccc2-n2cccn2)CC1 (stereo not drawn) | -2 | i | i | -11 | i | i | -26 | 91* | i | -0.4 | -6
O=C(CCn1nnc(-c2cccs2)n1)NC1CCCCC1 | -9 | i | i | -10 | i | i | -9 | i | i | -0.3 | 3
CN(C)C=NC(=O)c1cc(C(=O)c2ccc(Cl)cc2)c[nH]1 | 0 | i | i | -40 | i | i | -39 | i | i | 1.5 | 3
CC(C)N1C(=O)N(c2ccccc2)C(C)(O)CC1(C)C (stereo not drawn) | -2 | i | i | -3 | i | i | -14 | i | i | -0.4 | -2
Clc1ccc(NC2(c3nnnn3C3CCCCC3)CCCCC2)cc1 | -2 | i | i | -10 | i | i | 4 | i | i | -0.5 | 2
Cc1ccc(-c2noc(CCC(=O)NC3CCN(Cc4ccccc4)CC3)n2)cc1 | 0 | i | i | -7 | i | / | 18 | i | i | 0.1 | -4
C=CCN(c1ccccc1OC)S(=O)(=O)c1ccc(Cl)c(C(=O)Nc2ccc(N3CCOCC3)cc2)c1 | -4 | i | i | -4 | i | i | 89* | i | i | -3.3 | 6
Cc1ccc2cccc(OCc3cccc([N+](=O)[O-])c3)c2n1 | -2 | i | i | -26 | i | i | 22 | i | i | 2.2 | -6
COc1cccc(NC(=O)CC(c2ccc(OC(C)C)cc2)c2ccccc2OC)c1 (stereo not drawn) | -8 | i | i | -41 | i | i | -12 | i | i | -1.0 | 8
CC(C)(OC1OC(CO)C(O)C(O)C1O)[C@H]1Oc2ccc3ccc(=O)oc3c2[C@H]1O (stereo partly drawn) | -7 | i | i | 1 | i | i | 12 | i | i | -0.8 | 6
O=C(Nc1ccccc1Cl)C1Cc2ccccc2O/C1=N\O (stereo not drawn) | 13 | i | i | 8 | i | i | -88 | i | i | 2.1 | 1
c1ccc2c(c1)c1ccccc1n2CN1CCOCC1 | 5 | i | i | -21 | i | i | 1 | i | i | 0.1 | -1
COCCn1c(=O)[nH]c2cc(C(=O)N3CCN(c4cccc(C)c4C)CC3)ccc2c1=O | 8 | i | i | 5 | i | i | 31 | i | i | -0.9 | 0
CCOC(=O)N1CCN(C(=O)C2CC(=O)N(Cc3ccc(OC)cc3)C2)CC1 (stereo not drawn) | 5 | i | i | -8 | i | i | 4 | i | i | -0.1 | -16
COc1ccc(C(=O)NCCCCc2ccccc2)cc1 | / | i | i | / | i | i | -18 | i | i | 0.7 | 1
CCN(CC)S(=O)(=O)c1ccc(NC(=O)COC(=O)CNS(=O)(=O)/C=C/c2ccccc2)cc1 | -4 | i | i | 6 | i | i | 12 | i | i | 0.0 | 11
CC1=CC(C)(C)NC(=S)N1c1ccc(C)c(C)c1 | 1 | i | i | 3 | i | i | 9 | i | i | -0.4 | -5
O=C(CCc1nc(-c2ccccc2F)no1)NC1CCCCCC1 | -3 | i | i | -46 | i | i | / | i | i | / | /
Cc1c(CC(=O)N2CCN(C(=O)C3COc4ccccc4O3)CC2)c(=O)oc2cc(O)c(Cl)cc12 (stereo not drawn) | -1 | i | i | -21 | i | i | 0 | i | i | 0.3 | 17
O=C(O)c1ccc(-n2nnnc2SCc2ccccc2F)cc1 | 3 | i | i | -39 | i | i | 8 | i | i | -0.3 | -3
O=C(NCc1ccco1)c1ccc(CN2CCOCC2)cc1 | 0 | i | i | -24 | i | i | -27 | i | i | 0.9 | -1
O=C(O)CC12CC3CC(C1)CC(n1ncc(NCc4ccccc4)c(Cl)c1=O)(C3)C2 | 3 | i | i | 6 | i | i | 17 | i | i | -0.4 | 7
Cc1ccc2c(c1)Cc1nc3ccccc3nc1-2 | 9 | i | i | -21 | i | i | 71* | i | i | -5.0 | 15

Taken from above.
`O=C(CCc1nc(-c2ccccc2F)no1)NC1CCCCCC1` – IEC-6 tox: -3
`CC1=C(C(=O)N2CCOCC2)C(c2ccccc2F)NC(=O)N1` (stereo not drawn) – SKKanGAS inh: -8

Carrying on.
SMILES | IEC-6 tox | TRPC6 inh | TRPC4 block | KLF5 inh | TRPC4 potent | MrgX1 antagonist | aSyn 5UTR inh | TRPC4 act | TRPC6 activator | HIF act | SKKanGAS inh
O=C(CC1C(=O)NCCN1Cc1ccc(F)cc1)NCCOc1cccnc1 (stereo not drawn) | 3 | i | i | -7 | i | i | -17 | i | i | -0.1 | -2
COc1ccc(C(=O)n2cc(C(=O)c3cc(C)ccc3O)cn2)cc1OC | -5 | i | i | -32 | i | i | -18 | i | i | 0.6 | 3
CC(=O)Nc1ccc(NC(=O)CSc2nnc3c4ccccc4n(C)c3n2)cc1 | -7 | i | i | -37 | i | i | 9 | i | i | 0.3 | 2
Cc1cc(C(=O)NC(=S)Nc2cccc(C(=O)O)c2C)ccc1[N+](=O)[O-] | 1 | i | i | -23 | i | i | 8 | i | i | 0.5 | 3
COc1cc2c(cc1OC)C(C)N(C(=O)C(NC(=O)c1ccccc1)C(C)C)CC2 (stereo not drawn) | 6 | i | i | -4 | i | i | 10 | 96* | i | 0.3 | -2
Cc1ccc(NC(=O)c2ccc(CSc3nccc(C)n3)cc2)cc1 | -3 | i | i | -17 | i | i | -23 | i | i | 0.9 | 10
Cc1cc2nnc(SCC(=O)NCC(c3ccccc3)N(C)C)n2c2ccccc12 (stereo not drawn) | 2 | i | i | -14 | i | i | -4 | i | i | 1.1 | 4
